Statin myotox sup – protects C2C12 myotubes from simvastatin toxicity; rescue of ATP level, % at 7.49 µM; AID 602340; ATP luminescence, 48 h; scaled: DMSO 0, geranylgeraniol control 100; 330,000 compounds, 0.78% hits;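 active = mean ATP rescue above about 67%, or every replicate alone reaching that limit, limit read from the data, passing the limit was not always enough; inconclusive = no clear call, values can overlap the other calls; inactive = mean under the limit and some replicate under it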;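 note: myotubes were challenged with 10 µM simvastatin during compound exposure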
E-sel inducer – induces E-selectin expression in human endothelial cells; HUVEC E-selectin immunofluorescence imaging; normalized: neutral wells 0, TNF-alpha wells 100; P16581; 260,000 compounds, 0.37% hits; AID 686992; activation, % at 7.58 µM;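 active = mean E-selectin-positive cell signal at least 10% of the positive control, reached in at least 60% of replicates, without over 20% cell loss; inconclusive = no rule given, readout overlaps actives, possibly toxicity-flagged; inactive = the rest, including those meeting only one limit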;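 note: in these data hits start at about 27%; measured in HUVEC primary endothelial cells; signal is the percent of cells scored E-selectin positive by PE staining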
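Test system – human umbilical vein endothelial cells (HUVEC), E-selectin induction · Input – 3,000 HUVEC seeded per well · Buffer or medium – EGM-2, gelatin · Compound dosing – single-point compound dose · Detection – immunofluorescence imaging · Measure – percent E-selectin-positive cells · Controls – TNF-alpha high, DMSO low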
ERp5 block – inhibitors of human ERp5 | inhibition, % at 9.99 µM | 350,000 compounds, 0.05% hits | Q15084 | ERp5 insulin aggregation, absorbance 650 nm, 90 min;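 active = mean replicate inhibition above about 25%, with every replicate also reaching it, limit read from the data, passing the limit was not always enough; inconclusive = only one of those two criteria met; inactive = neither criterion met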
Target sequence (Q15084 whole entry, looked up): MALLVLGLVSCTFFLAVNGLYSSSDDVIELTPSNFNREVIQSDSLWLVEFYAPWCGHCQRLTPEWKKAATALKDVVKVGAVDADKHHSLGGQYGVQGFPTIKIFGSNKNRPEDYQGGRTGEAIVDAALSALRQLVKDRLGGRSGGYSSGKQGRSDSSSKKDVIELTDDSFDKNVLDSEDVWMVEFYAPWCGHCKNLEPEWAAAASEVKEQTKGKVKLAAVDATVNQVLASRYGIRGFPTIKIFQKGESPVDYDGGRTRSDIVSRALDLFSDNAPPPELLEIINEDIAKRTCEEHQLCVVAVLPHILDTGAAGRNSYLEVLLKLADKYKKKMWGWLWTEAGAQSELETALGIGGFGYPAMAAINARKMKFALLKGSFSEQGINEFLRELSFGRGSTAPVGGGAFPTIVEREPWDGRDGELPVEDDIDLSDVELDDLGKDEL
PglD inh – inhibitors of Campylobacter jejuni PglD acetyltransferase. inhibition, % at 12.5 µM. purified PglD enzyme, DTNB colorimetric CoA detection. 360,000 compounds, 0.098% hits; in the data active = inhibition above about 16%, passing the limit was not always enough; inconclusive = no clear call, values can overlap the other calls; note: strong numbers were not always called active
S100A4 MyoIIA – S100A4-myosin IIA interaction inhibition | P26447 | S100A4/TAMRA-MyoIIA peptide fluorescence polarization | inhibition, % at 10.7 µM | 360,000 compounds, 0.14% hits | AID 652163;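 active = mean inhibition of at least 70% across replicates, with every replicate also reaching that level; inconclusive = mean inhibition reaches 70% but some replicates fall short; inactive = mean inhibition below 70%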
Target sequence (P26447 whole entry, looked up): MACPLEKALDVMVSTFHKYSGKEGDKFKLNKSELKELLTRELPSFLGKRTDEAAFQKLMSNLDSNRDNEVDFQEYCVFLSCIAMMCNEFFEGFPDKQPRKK
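assay system = human S100A4 monomer with TAMRA-labelled myosin IIA peptide | also added = labelled myosin peptide probe, 5 nM | incubation = 5 min between mix addition and reading | control set = DMSO and TFP controls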
SIRT5 inh – blocks human SIRT5 desuccinylation of peptide. Q9NXA8. Purified SirT5, succinyl-peptide AMC, trypsin-coupled fluorescence. inhibition, % at 15 µM. 330,000 compounds, 1.1% hits. AID 652115; in the data active = inhibition above about 15%; inconclusive = no clear call, values can overlap the other calls
Target sequence (Q9NXA8 whole entry, looked up): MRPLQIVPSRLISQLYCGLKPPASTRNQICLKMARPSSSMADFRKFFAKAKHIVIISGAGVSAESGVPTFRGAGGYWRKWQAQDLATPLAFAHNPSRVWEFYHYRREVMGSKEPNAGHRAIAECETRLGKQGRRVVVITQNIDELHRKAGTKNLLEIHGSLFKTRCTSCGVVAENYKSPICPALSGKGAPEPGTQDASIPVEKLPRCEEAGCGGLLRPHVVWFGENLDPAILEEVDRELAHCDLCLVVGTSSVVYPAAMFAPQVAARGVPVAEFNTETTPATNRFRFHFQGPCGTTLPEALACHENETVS
DENV2 CPE – inhibitors of DENV2 cytopathic effect | DENV2-infected cells, cytopathic effect rescue, plate reader | CPE inhibition, % at 9.99 µM | 350,000 compounds, 1.7% hits | AID 651640; in the data active = CPE inhibition above about 20%, passing the limit was not always enough; inconclusive = no clear call, values can overlap the other calls; tested in BHK-21 cells;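 note: 0% = median of neutral control wells and 100% = median of positive control wells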
The depositor's hits bear a star; ? = inconclusive; . = no result given; & = joins results of further samples. This is a subset, so the mix of outcomes need not match the whole.

entry	molecule	Statin myotox sup	E-sel inducer	ERp5 block	PglD inh
1	COc1ccc(C(CNC(=O)c2oc3ccc(Br)cc3c2C)N2CCCCC2)cc1 (configuration not stated)	5	3.2	1	4
2	COc1ccc([C@H]2CC(=O)C[C@@H](CCn3cc(C)nn3)O2)cc1	.	2.3	2	.
3	Cc1noc(C)c1NC(=O)N(C)C[C@H]1Oc2c(NC(=O)CCCCCC(=O)Nc3ccccc3N)cccc2C(=O)N([C@@H](C)CO)C[C@@H]1C	.	-0.1	18	.
4	N#Cc1cccc(-c2ccc3c(c2)[C@@H]2[C@@H](CCN2S(=O)(=O)c2ccccc2F)[C@@H](CO)N3)c1	-10	0.1	2	1
5	COc1ccc2c3c([nH]c2c1)[C@H](CO)N(C(=O)c1ccccc1)CC31CN(C(=O)CC2CC2)C1	.	-0.4	3	.
6	COc1ccc2ccccc2c1C1CC(=O)N2CN(C)CSC2=C1C#N (configuration not stated)	9	-1.2	-6	5
7	CC(C)(C)C(=O)NCCCNc1ccc([N+](=O)[O-])cc1	.	0.1	4	2
8	C[C@@H]1CCCCO[C@@H](CN(C)Cc2ccc3c(c2)OCO3)[C@@H](C)CN([C@@H](C)CO)C(=O)c2cc(NS(=O)(=O)c3ccc(Cl)cc3)ccc2O1	.	.	-4&-6	8&0
9	O=C(NC(=S)Nc1ccc(Cl)c(C(=O)O)c1)c1cncc(Br)c1	-11	0.0	-1	1
10	CC(Sc1ncc(C(F)(F)F)cc1Cl)C(=O)NCC1CCCO1 (configuration not stated)	.	-0.1	-2	.

entry	S100A4 MyoIIA	SIRT5 inh	DENV2 CPE
1	-5	-3	5
2	0	.	7
3	-12	-1	11
4	-33	7	6
5	6	1	?
6	3	3	.
7	-3	3	0
8	0&11	13&5	7&0
9	20	-1	0
10	4	-3	10

(further entries)
entry	molecule	Statin myotox sup	E-sel inducer	ERp5 block	PglD inh
11	O=C(c1cccc(S(=O)(=O)N2CCN(c3ccc(F)cc3)CC2)c1)N1CCCC(C(F)(F)F)C1 (configuration not stated)	-21	-2.7	1	1
12	Fc1ccc(/C=N/N2CCOCC2)c(F)c1	.	.	-3	.
13	COc1ccccc1N(CC(=O)NCCSC(C)(C)C)S(C)(=O)=O	15	.	0	3
14	Cc1c(Cc2ccc3c(c2)OCO3)sc(NC(=O)c2ccccc2)c1C(N)=O	-14	0.1	2	0
15	CCC(=O)N(Cc1cc2ccccc2[nH]c1=O)c1ccc(OC)cc1	.	1.2	-5	.
16	Cc1cc(N2CCCc3ccccc32)n2ncnc2n1	16	1.1	-4	1
17	CCOc1ccc(CCNC(=O)CCc2nnc3ccc(N4CCOCC4)nn23)cc1OCC	24	-0.1	-1	4
18	C[C@@H]1CN([C@H](C)CO)C(=O)c2cc(NS(C)(=O)=O)ccc2O[C@@H](C)CCCCO[C@@H]1CN(C)Cc1ccncc1	-4	0.2	1	2
19	Cn1nnnc1SCC(=O)Nc1ccc2c(c1)OCO2	-6	8.2	-4	-2
20	COc1ccc(CNC(=O)CCNS(=O)(=O)c2ccc(Cl)cc2)cc1	-4	1.5	-2	4

entry	S100A4 MyoIIA	SIRT5 inh	DENV2 CPE
11	-1	0	4
12	-2	-3	.
13	4	1	-2
14	-5	20*	0
15	-2	-1	.
16	0	2	13
17	1	.	6
18	-82	-1	-9
19	-7	-2	-6
20	0	-1	3

Next section
entry	molecule	Statin myotox sup	E-sel inducer	ERp5 block	PglD inh
21	C[C@@H]1CCCCO[C@H](CN(C)C(=O)CCCN(C)C)[C@H](C)CN([C@@H](C)CO)C(=O)c2cc(NC(=O)C3CCCCC3)ccc2O1	.	0.0	0	-3
22	O=C(Cc1ccc(S(=O)(=O)N2CCOCC2)s1)Nc1ccc(N2CCOCC2)cc1	.	.	0	.
23	COc1ccccc1-c1ccc2n(c1=O)C[C@@H]1[C@@H](CO)[C@H](C(=O)N(C)C)N(CC3CCOCC3)[C@H]21	3	-1.4	-6	-1
24	N/C(=N\OC(=O)CCCOc1ccccc1)c1cccc(Br)c1	.	2.7	-1	.
25	COC(=O)C[C@H]1CC[C@@H](NC(=O)Nc2ccc(C(F)(F)F)cc2)[C@H](CO)O1	2	-0.2	-3	6
26	Cc1ccc(Cc2c(C)nc3nc(SCC(=O)NCCCN4CCOCC4)nn3c2C)cc1	3	-0.2	4	0
27	CCC(=O)N1C[C@@H](C)[C@H](OC)CN(C)C(=O)c2cc(NC(=O)Nc3ccc(Cl)cc3)ccc2OC[C@H]1C	0	0.0	2	1
28	CO[C@H]1CN(C)C(=O)c2ccc(NC(=O)c3cnccn3)cc2OC[C@H](C)NC[C@@H]1C	.	-0.2	2	.
29	O=C(Nc1ccc(C2CC2(Cl)Cl)cc1)c1ccccc1Br (configuration not stated)	.	.	-7	.
30	C/C=C/c1ccc([C@@H]2[C@H](CO)N(C(=O)NCCC)[C@H]2CNC(=O)C2CC2)cc1	-2	-0.4	.	0

entry	S100A4 MyoIIA	SIRT5 inh	DENV2 CPE
21	2	-8	-4
22	1	3	-8
23	2	-1	9
24	2	-4	-2
25	-2	-1	-1
26	0	-2	1
27	-25	-5	-4
28	4	7	2
29	12	.	11
30	.	.	-3

Further results follow.
entry	molecule	Statin myotox sup	E-sel inducer	ERp5 block	PglD inh
31	O=C(O)CCCCN1C(=O)/C(=C\c2ccc(OCc3ccccc3)c(OCc3ccccc3)c2)SC1=S	.	-0.3	2	-1
32	CSc1nc2c(c(=O)n1-c1ccc(F)cc1)SCC2	0	.	-3	4
33	O=C(NCc1cccs1)c1cc(-c2cccs2)on1	-3	.	-2	6
34	COc1cc2c(cc1OC)C1CCN3C(=O)CCC3N1CC2 (configuration not stated)	.	-0.3	5	.
35	COc1ccccc1C(=O)N/C(=C/c1ccc2c(c1)OCO2)C(=O)Nc1ccc(C(=O)O)cc1	6	.	1	2
36	COc1cccc(C(NC(C)=O)c2nc(-c3ccccc3OC)cs2)c1 (configuration not stated)	-19	-0.4	-2	-6
37	C[C@@H]1CCCCO[C@@H](CN(C)Cc2ccc(C(=O)O)cc2)[C@@H](C)CN([C@@H](C)CO)C(=O)c2cc(NS(=O)(=O)c3ccc(F)cc3)ccc2O1	.	-0.2	0	0
38	CCCc1cc(CNC(=O)C2CCC(=O)N(Cc3ccccc3F)C2)on1 (configuration not stated)	12	0.1	5	2
39	COC(=O)c1cccc(-n2c(CCC(=O)O)ccc2-c2cccs2)c1	.	.	-11	.
40	O=C(CN1C(=O)c2ccccc2C1=O)NCc1ccc(N2CCOCC2)cc1	3	-0.2	1	-5

entry	S100A4 MyoIIA	SIRT5 inh	DENV2 CPE
31	12	1	-1
32	2	.	.
33	0	1	.
34	2	0	3
35	-6	1	13
36	-2	-13	17
37	9	3	10
38	-1	-2	-1
39	-9	4	5
40	8	2	0

8 entries out of the list, arranged by length of the SMILES, low to high:
entry	molecule	Statin myotox sup	E-sel inducer	ERp5 block	PglD inh
32	CSc1nc2c(c(=O)n1-c1ccc(F)cc1)SCC2	0	.	-3	4
34	COc1cc2c(cc1OC)C1CCN3C(=O)CCC3N1CC2 (configuration not stated)	.	-0.3	5	.
36	COc1cccc(C(NC(C)=O)c2nc(-c3ccccc3OC)cs2)c1 (configuration not stated)	-19	-0.4	-2	-6
39	COC(=O)c1cccc(-n2c(CCC(=O)O)ccc2-c2cccs2)c1	.	.	-11	.
35	COc1ccccc1C(=O)N/C(=C/c1ccc2c(c1)OCO2)C(=O)Nc1ccc(C(=O)O)cc1	6	.	1	2
31	O=C(O)CCCCN1C(=O)/C(=C\c2ccc(OCc3ccccc3)c(OCc3ccccc3)c2)SC1=S	.	-0.3	2	-1
30	C/C=C/c1ccc([C@@H]2[C@H](CO)N(C(=O)NCCC)[C@H]2CNC(=O)C2CC2)cc1	-2	-0.4	.	0
37	C[C@@H]1CCCCO[C@@H](CN(C)Cc2ccc(C(=O)O)cc2)[C@@H](C)CN([C@@H](C)CO)C(=O)c2cc(NS(=O)(=O)c3ccc(F)cc3)ccc2O1	.	-0.2	0	0

entry	S100A4 MyoIIA	SIRT5 inh	DENV2 CPE
32	2	.	.
34	2	0	3
36	-2	-13	17
39	-9	4	5
35	-6	1	13
31	12	1	-1
30	.	.	-3
37	9	3	10

Other entries
entry	molecule	Statin myotox sup	E-sel inducer	ERp5 block	PglD inh
41	COc1ccc(NC(=O)Nc2ccc3c(c2)CC(=O)N([C@H](C)CO)C[C@H](C)[C@H](CN(C)C(=O)Nc2ccc(F)cc2)O3)cc1	3	0.2	0	-2
42	C=CCOC(=O)/C(=C/c1cccnc1)NC(=O)c1ccccc1	.	.	-1	.
43	COc1cc2nc(=S)n3[nH]c(CCn4c(C)nc5ccccc54)nc3c2cc1OC	3	.	5	1
44	C[C@@H]1CN([C@H](C)CO)C(=O)Cc2cc(NC(=O)Nc3ccc(F)cc3)ccc2O[C@H]1CN(C)S(=O)(=O)c1cccs1	11	-0.1	-1	-3
45	Nc1ncnc2c1ncn2CCc1ccccc1	10	-0.2	2	-4
46	CN(C)C(=O)c1ccc(-c2ccc(C3[C@H]4CNC[C@@H]3N4S(=O)(=O)c3ccccc3F)cc2)cc1 (some centres not stated)	.	0.0	3	.
47	C[C@@H]1CN([C@@H](C)CO)C(=O)Cc2cc(NC(=O)CCCN(C)C)ccc2O[C@H]1CN(C)S(C)(=O)=O	0	-4.1	-1	0
48	O=C(Nc1c2c(nn1-c1ccc(F)cc1)CS(=O)(=O)C2)c1ccc(Br)o1	2	0.1	8	0
49	CCN(CC(=O)Nc1ccc(NC(C)=O)cc1)C(=O)/C=C/c1c(C)nn(-c2ccc(F)cc2)c1C	-9	-3.8	0	4
50	Nc1ccccc1C(=O)Nc1cccc(C(=O)O)c1	-5	.	3	1

entry	S100A4 MyoIIA	SIRT5 inh	DENV2 CPE
41	-4	-1	11
42	0	-3	-4
43	-1	9	.
44	-21	0	2
45	-5	1	6
46	-33	6	-2
47	7	1	0
48	-6	-2	0
49	-2	9	-3
50	-9	1	-3

(listing goes on)
entry	molecule	Statin myotox sup	E-sel inducer	ERp5 block	PglD inh
51	CN(C)C(=O)C[C@@H]1C=C[C@@H](NC(=O)NC2CCCCC2)[C@@H](CO)O1	6	-0.5	-6	-2
52	CCOC(=O)C1CCN(C(=O)c2cc3ccccc3oc2=O)CC1	.	.	18	.
53	COc1ccc(Nc2cc3n(c(=O)n2)CCc2cc(OC)c(OC)cc2-3)c(C)c1	1	0.0	1	0
54	COc1ccc2c3c(n(C)c2c1)[C@@H](CO)N(C(=O)CC1CC1)CC31CCN(C(=O)CC2CC2)CC1	.	-0.3	-4	.
55	Cn1c(O)c(N=NC(=N)N)c2ccccc21	.	.	1	.
56	CCCC(NC(=S)NCC1CCCO1)C12CC3CC(CC(C3)C1)C2 (configuration not stated)	.	.	1	.
57	C=CCn1c2ccccc2c(=O)c2cc(C#CC[C@@H](C)O)ccc21	-2	0.1	-3	-3
58	CCOC(=O)c1ccc(NC(=O)CNNC(=O)COc2ccccc2C)cc1	8	.	2	-6
59	CCCNC(=O)Nc1ccc2c(c1)OC[C@@H](C)N(C(=O)CC)C[C@@H](C)[C@H](OC)CN(C)C2=O	.	-0.2	5	.

entry	S100A4 MyoIIA	SIRT5 inh	DENV2 CPE
51	-20	-6	-1
52	1	-4	-3
53	3	3	0
54	-1	0	14
55	1	-2	0
56	-2	-3	-11
57	-15	-22	-5
58	-5	-1	-6
59	5	2	-8

Compound activity from PubChem BioAssay.
